OX1R antag: blocks the human orexin 1 receptor; O43613; 330,000 compounds, 0.43% hits; AID 434989; inhibition, % at 5 µM; CHO/OX1R cells, Fluo-8 calcium fluorescence, orexin A;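 active = inhibition above its plate's threshold, mean inhibition of all tested compounds on the plate plus 3 SD, cut at about 37% in these data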;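 also: 0% = orexin A challenge wells and 100% = SB-334867-A antagonist wells; not every result past the cut was called active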
Target sequence (O43613 whole entry, looked up): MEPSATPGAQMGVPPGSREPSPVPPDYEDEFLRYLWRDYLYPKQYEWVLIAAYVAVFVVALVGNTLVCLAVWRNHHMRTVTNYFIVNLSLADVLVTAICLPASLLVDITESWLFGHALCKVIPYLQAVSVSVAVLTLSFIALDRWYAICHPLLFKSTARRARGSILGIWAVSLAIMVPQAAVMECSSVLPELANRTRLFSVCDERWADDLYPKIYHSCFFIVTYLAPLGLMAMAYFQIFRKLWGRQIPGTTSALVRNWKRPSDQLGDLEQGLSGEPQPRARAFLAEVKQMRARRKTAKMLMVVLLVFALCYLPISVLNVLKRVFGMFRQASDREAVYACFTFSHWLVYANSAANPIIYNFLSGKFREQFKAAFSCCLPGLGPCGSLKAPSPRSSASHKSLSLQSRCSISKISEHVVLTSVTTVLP
CHT PAM: allosterically activates the human high affinity choline transporter; Q9GZV3; CHT-expressing cells, membrane potential dye, choline EC20; active compounds read high; LV-AA mutant CHT in HEK293 cells; B-score at 10 µM; 310,000 compounds, 0.49% hits;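 active = initial fluorescence not abnormally high and integrated response B-score, plate-corrected, over 3 SD above library mean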
Target sequence (Q9GZV3 whole entry, looked up): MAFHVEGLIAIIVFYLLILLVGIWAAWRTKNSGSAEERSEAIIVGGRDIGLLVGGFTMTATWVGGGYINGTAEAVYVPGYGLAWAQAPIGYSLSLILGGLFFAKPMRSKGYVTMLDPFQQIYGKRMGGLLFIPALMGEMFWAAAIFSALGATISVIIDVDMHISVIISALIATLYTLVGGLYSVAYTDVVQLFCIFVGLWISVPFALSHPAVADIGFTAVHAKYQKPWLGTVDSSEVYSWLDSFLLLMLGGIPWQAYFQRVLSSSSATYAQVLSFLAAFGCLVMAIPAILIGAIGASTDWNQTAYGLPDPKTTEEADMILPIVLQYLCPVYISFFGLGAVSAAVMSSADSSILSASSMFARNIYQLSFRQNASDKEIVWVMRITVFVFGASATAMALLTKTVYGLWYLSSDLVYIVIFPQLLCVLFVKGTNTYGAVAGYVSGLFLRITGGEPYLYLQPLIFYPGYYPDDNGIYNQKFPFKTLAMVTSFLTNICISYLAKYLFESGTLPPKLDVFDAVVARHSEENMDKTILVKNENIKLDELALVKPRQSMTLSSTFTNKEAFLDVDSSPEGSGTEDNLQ
The depositor's hits bear a star; i = inactive; . = no result given. Outcome played no part in choosing rows, and some 0.8% of all compounds hit somewhere here.

SMILES	OX1R antag	CHT PAM
CCc1cccc(NC(=S)N(CCOC)C(C)c2ccco2)c1 (configuration not stated)	-4	i
O=C(O)C(Cc1c[nH]c2ccccc12)NS(=O)(=O)c1cccc2nsnc12 (configuration not stated)	-6	i
O=C(COC(=O)c1ccc(Br)cc1)NCC1CCCO1 (configuration not stated)	-4	.
O=C(C#Cc1ccccc1)Nc1ccc(F)cc1	-7	i
O=C(Cn1nc(C(=O)O)c2ccccc2c1=O)c1cc(F)ccc1F	-8	i
O=C(O)c1ccccc1C(=O)Nc1ccc(Oc2ccccc2)cc1	-7	i
Cc1ccc(SC(C)C(=O)NCCC2=CCCCC2)cc1 (configuration not stated)	-20	i
Cc1c(Cl)cccc1NC(=O)CSc1nccn1C	-9	i
CCCCCOc1ccc(/C=C/C(=O)NCCc2nc3ccccc3[nH]2)cc1OC	-24	i
CCC1OC(=O)C(C)C(OC2C[C@@](C)(OC)C(O)C(C)O2)C(C)C(O[C@@H]2OC(C)CC(N(C)C)C2O)[C@](C)(O)CC(C)C(=NOCOCCOC)C(C)C(O)[C@]1(C)O (some centres not stated)	-34	i
NC(=O)C1CCN(C(=O)/C=C/c2cccc(Br)c2)CC1	-9	i
Cc1cccc(-n2c(C)cc(C(=O)NC3CCCCC3)c2C)c1	-18	i
O=C(CSc1nc(-c2ccco2)cc(C(F)(F)F)n1)NCCCn1ccnc1	-7	i
NC1=NC[C@@H](Cc2ccc(O)cc2)N1CCc1cccc2ccccc12	-8	i
COc1ccc(OC)c(CN2CCC(Cc3ccccc3)CC2)c1	-6	i
Cn1ccc2ccc(C3=CC(=O)C[C@H](c4ccc(F)cc4)C3)cc21	-28	.
O=C1C=C(c2ccc(Cl)cc2)OC2(CCCC2)O1	-13	i
O=C1c2ccccc2NC2(CCCC2)N1NS(=O)(=O)c1ccccc1	-15	i
Cc1ccc(S(=O)(=O)c2ccc([N+](=O)[O-])cn2)cc1	23	i
CCOc1ccc(-c2cc(C(=O)O)c3ccccc3n2)c(OCC)c1	-7	i
O=C(c1cc(C2CC2)on1)N1CCN(C(c2ccccc2)c2ccccc2)CC1	-13	i
Cc1ccc(C(=O)CC2C(=O)N(c3ccccc3)C(=S)N2c2ccccc2)cc1 (configuration not stated)	-26	i
COc1ccccc1NC(=O)CSc1nnc(COc2ccccc2C)o1	-12	i
CC(C)(C)C(=O)NCCN1C(=O)S/C(=C\c2ccc([N+](=O)[O-])cc2)C1=O	-10	i
CCCCC(=O)N1CCCC(C)C1 (configuration not stated)	-9	i

Random excerpt: 2 records from the list.
SMILES	OX1R antag	CHT PAM
O=C(COC(=O)c1ccc(Br)cc1)NCC1CCCO1 (configuration not stated)	-4	.
Cc1ccc(S(=O)(=O)c2ccc([N+](=O)[O-])cn2)cc1	23	i

Later entries
SMILES	OX1R antag	CHT PAM
CC(=O)Oc1cc(C)cc2oc(=O)cc(-c3ccccc3)c12	-31	i
COc1cccc(CNC(=O)CCC2CCCN(c3cc(C)nc(N4CCCC4)n3)C2)c1 (configuration not stated)	-24	i
Cn1c(SCC(=O)NCc2ccco2)nnc1C1CC1	-13	.
COCCCN(C(=O)Nc1cccc(Cl)c1)C(C)c1ccccn1 (configuration not stated)	-17	i
CCN(CC)CCCNC(=O)c1cc(Nc2ccc(OC)cc2OC)nc2ccccc12	-22	i
COc1ccc(-c2noc(CSc3nnc(-c4ccccc4)n3C)n2)cc1	-7	i
COc1ccc(NC(=O)c2cccn(CC=C(C)C)c2=O)cc1	-26	i
CCc1ccc(CCC(=O)Nc2nccs2)o1	-12	i
CN(C)C(=O)COC(=O)c1cccc(CN2C(=O)c3ccccc3C2=O)c1	-39	i
CCC(C)NC(=O)Cn1c(-c2ccccc2)cc(C(C)=O)c1C (configuration not stated)	-4	i
O=C(COc1ccccc1[N+](=O)[O-])Nc1ccc(NC(=O)c2cc3ccccc3o2)cc1	-26	i
COC(=O)c1ccc(C2/C(=C(\O)c3cccc(OC)c3)C(=O)C(=O)N2CCCN2CCOCC2)cc1 (configuration not stated)	-12	i
O=C(OC1CCCCC1)c1ccc(NC(=O)C2CCCCC2)cc1	7	i
O=C(COC(=O)CCOc1ccccc1)Nc1ncc(Cl)cc1Cl	-13	i
CC1CCCC(C)N1CCNC(=O)Cn1nc(-c2ccccc2)ccc1=O (configuration not stated)	-8	i
O=C(O)C1CCC(Cn2c(SCc3cc(=O)n4cc(Br)ccc4n3)nc3ccsc3c2=O)CC1 (configuration not stated)	-19	i
COC1(OC)N=C(N)C2(C#N)C(c3ccc(C)cc3)C12C#N (configuration not stated)	-7	i
O=C(NNC(=O)C12CC3CC(CC(C3)C1)C2)c1cnccn1	4	i
CC1CN(C(=S)Nc2cccc([N+](=O)[O-])c2)CC(C)O1 (configuration not stated)	.	i
O=C(Nc1cccc(S(=O)(=O)N2CCOCC2)c1)c1ccc(Cl)nc1	-25	.
CCNC(=O)C(=O)NCC1OCCCN1S(=O)(=O)c1ccc(F)cc1C (configuration not stated)	0	i
COc1ccccc1OCc1cc(C(=O)N(C)CCC2CCCCO2)no1 (configuration not stated)	-9	i
CCC(C)(C)NC(=O)CN(Cc1ccc(F)cc1)C(=O)CCC(=O)Nc1ccccn1	-35	i
CC(C)c1ccc(C2(C)NC(=O)N(CC(=O)N3CCN(C(=O)c4cccs4)CC3)C2=O)cc1 (configuration not stated)	-15	.
CSCC[C@H](NC(=O)C1CCN(C(=O)[C@H](Cc2ccccc2)NS(=O)(=O)c2ccc(C)cc2)CC1)C(=O)O	-15	i

More compounds.
SMILES	OX1R antag	CHT PAM
O=C(COc1ccc(Br)cc1)NNC(=S)NCc1ccccc1	-16	i
O=C(NC(=S)NCc1ccc(F)cc1)c1ccccc1	-15	i
Brc1cc2c(cc1COc1ccc(-c3nn[nH]n3)cc1)OCO2	1	i
Cn1cnc2c1c(=O)n(Cc1ccc(F)cc1Cl)c(=O)n2C	-7	i
CC(C)OCCCNC(=O)c1ccc(CS(=O)(=O)c2cccc(C(F)(F)F)c2)o1	-28	i
CN(C(=O)OC(C)(C)C)c1ccc(-c2nc3ccccc3s2)cc1	-49	i
CCC(=O)NC(Nc1sc2c(c1C(=O)OC)CCC2)C(Cl)(Cl)Cl (configuration not stated)	-31	i
Cc1cc(Nc2ccccc2C(=O)O)n(-c2ccc([N+](=O)[O-])cc2)n1	-18	i
COc1ccccc1-c1nc(COc2ccc(Cl)cc2Cl)no1	-19	i
COc1cccc(CN2CC(C(=O)NCCOc3ccccc3F)CCC2=O)c1 (configuration not stated)	-16	i
Cc1cccc(CSc2nc3c(c(=O)n2C)SCC3)c1	-14	i
COc1ccc(/C=N/NC(=O)C(C)Sc2ccccn2)cc1[N+](=O)[O-] (configuration not stated)	-15	i
CCN(CC)C(=O)CSc1ncnc2sc(-c3ccccc3)cc12	-21	i
Fc1ccc(CN2C3=NCCCN3c3ccccc32)cc1	-8	i
CCOc1cc(NC(=O)C2CC2)c(OCC)cc1NC(=O)CCn1nnc2ccccc21	-14	i
Cc1c(NC(=O)c2ccc(-c3ccccc3)cc2)cccc1C(=O)O	-7	i
CCOC(=O)c1cnc2c(cnn2C)c1NCCCn1ccnc1	-16	7.2*
COc1ccc(-n2nnnc2SCC(=O)c2cccc(OC)c2)cc1	-13	i
Cc1cccc(N2CCN(C(=O)Cc3ccc(-n4c(=O)[nH]c5ccsc5c4=O)cc3)CC2C)c1 (configuration not stated)	-33	i
CCCCS(=O)CC(O)COCC (configuration not stated)	-1	i
O=C(NCCc1csc(-c2cccnc2)n1)c1ccccc1	-3	i
O=C(COC(=O)C1CCN(C(=O)c2ccc(Cl)cc2)CC1)c1ccco1	-11	i
CCOC(=O)N1CCN(S(=O)(=O)c2cc(OCC(N)=O)c(C)cc2Cl)CC1	-15	i
O=C(CSc1nc(Nc2ccccc2)nc(N2CCOCC2)n1)N1CCc2ccccc21	-32	i
COCc1cc(C)n(CC(=O)Nc2ccc3c(c2)OCO3)c(=O)c1C#N	-16	i

Entries shown so far containing a thiophene ring, fused or not, in the order listed:
SMILES	OX1R antag	CHT PAM
O=C(O)C1CCC(Cn2c(SCc3cc(=O)n4cc(Br)ccc4n3)nc3ccsc3c2=O)CC1 (configuration not stated)	-19	i
CC(C)c1ccc(C2(C)NC(=O)N(CC(=O)N3CCN(C(=O)c4cccs4)CC3)C2=O)cc1 (configuration not stated)	-15	.
CCC(=O)NC(Nc1sc2c(c1C(=O)OC)CCC2)C(Cl)(Cl)Cl (configuration not stated)	-31	i
CCN(CC)C(=O)CSc1ncnc2sc(-c3ccccc3)cc12	-21	i
Cc1cccc(N2CCN(C(=O)Cc3ccc(-n4c(=O)[nH]c5ccsc5c4=O)cc3)CC2C)c1 (configuration not stated)	-33	i

Single records, from the list above.
O=C(COC(=O)C1CCN(C(=O)c2ccc(Cl)cc2)CC1)c1ccco1 is listed as OX1R antag: -11; CHT PAM: i
CCN(CC)C(=O)CSc1ncnc2sc(-c3ccccc3)cc12 is listed as OX1R antag: -21; CHT PAM: i

More results:
SMILES	OX1R antag	CHT PAM
COc1ccccc1/C=C1\Oc2cc(OC(=O)N3CCOCC3)ccc2C1=O	-24	i
CC(=O)c1cnc(Nc2ccccc2)s1	-5	i
O=C(O)c1ccccc1C(=O)Nc1cc(-c2ccccc2)[nH]n1	-12	i
CN(Cc1cc(-c2ccccc2)on1)C(=O)c1cc(COc2c(F)cccc2F)on1	-28	i
O=Cc1cn(CC(=O)N2CCOCC2)c2ccccc12	-8	i
CC(=O)NCCC1CCN(c2nc3nonc3nc2N(C)Cc2ccccc2)CC1	-25	i
Cc1ccc(C)c(S(=O)(=O)N2CCCOC2CNC(=O)C(=O)NCc2ccc3c(c2)OCO3)c1 (configuration not stated)	-4	i
CCC(C(=O)NC1CCCCC1)N(Cc1cccs1)C(=O)c1snc(C(N)=O)c1N (configuration not stated)	-25	i
CCNC(=O)Cc1ccc(S(=O)(=O)N2CCOCC2)s1	5	.
CCOC(=O)c1ccc(S(=O)(=O)n2c(CN3CCCCC3)nc3ccccc32)cc1	-20	i
O=C(O)Cc1ccc(C(=O)c2ccc(Cl)cc2)s1	-9	i
Cc1cc(=O)oc2c3c(cc(OCC(=O)NCCN4CCOCC4)c12)OC(C)(C)CC3	-15	i
COc1ccc(CC(=O)OC(C)CN2CCCCC2)cc1 (configuration not stated)	-20	i
CCOC(=O)c1c(C)[nH]c(C(=O)N/N=C\c2ccccc2O)c1C	-21	i
Cn1c(C(=O)O)c(C=O)c2ccccc21	-10	i
COc1ccccc1Nc1nc(-c2sc(NC(=O)CC(C)C)nc2C)cs1	-37	i
COc1ccc(C(=O)NC(=O)COC(=O)C2CC2C)cc1 (configuration not stated)	-12	.
O=c1oc2ccc(NS(=O)(=O)c3cccc4cccnc34)cc2s1	-4	i
COc1ccc([N+](=O)[O-])cc1NC(=O)C(C)OC(=O)C1CC(=O)N(Cc2ccco2)C1 (configuration not stated)	-18	i
Cc1ccsc1C1NC(=O)c2c(sc3c2CCCC3)N1 (configuration not stated)	-16	i
Cc1nc(Nc2ccc(S(N)(=O)=O)cc2)sc1-c1ccccc1	-1	i
N#Cc1ccccc1NC(=O)CN1CCN(Cc2ccccc2)CC1	-17	i
O=C(CCSc1ccc(Cl)cc1)N1CCN(S(=O)(=O)c2ccccc2)CC1	2	.
CC1(C)NC(=O)N(CCOc2ccc3c(c2)CCC3)C1=O	-16	i
Cc1noc(C)c1S(=O)(=O)N1CCC(C(=O)N2CCN(c3ccc(Cl)cc3)CC2)CC1	-14	i

Single values from above:
CCC(C(=O)NC1CCCCC1)N(Cc1cccs1)C(=O)c1snc(C(N)=O)c1N (configuration not stated) in OX1R antag: -25
CC(=O)NCCC1CCN(c2nc3nonc3nc2N(C)Cc2ccccc2)CC1 in OX1R antag: -25
COc1ccc(CC(=O)OC(C)CN2CCCCC2)cc1 (configuration not stated) in OX1R antag: -20
O=C(CCSc1ccc(Cl)cc1)N1CCN(S(=O)(=O)c2ccccc2)CC1 in OX1R antag: 2

Following part:
SMILES	OX1R antag	CHT PAM
Cc1cc(=O)n(CCC(=O)O)c2ccccc12	-13	i
COc1ccc(S(=O)(=O)N(C)CC(=O)Nc2c(F)cccc2F)cc1	-10	i
O=C(c1ccccc1)c1ccc(Cn2cc(-c3ccccc3)nn2)cc1	-8	i
N#Cc1nc(Cc2cccc3ccccc23)oc1NCCCn1ccnc1	-24	i
CCOC(=O)N1CCC(NC(=O)C2=CCN(S(=O)(=O)c3ccc(OC)cc3)CC2)CC1	8	i
COc1ccc(CCN2CN(S(=O)(=O)c3ccccc3)c3nc4ccccc4nc32)cc1	-19	i
CCN1C(=O)C(=O)N(CC(=O)NC(C)CCc2ccccc2)C1=O (configuration not stated)	-27	.
Cc1cc(NC(=O)COc2ccc(Cl)cc2Cl)n(CCC#N)n1	-14	i
O=C(Nc1cccnc1)c1cccc(S(=O)(=O)N2CCCCC2)c1	-18	i
Cc1cc(C)n(CCC(=O)N2CCc3ccccc32)n1	-16	i
Cc1cccc2c1N(CCCOc1ccc(C(C)(C)C)cc1)C(=O)C2=O	-32	i
c1ccc2c(C[C@@H]3CNCCN3CC3CCCCC3)cccc2c1	-19	i
N#Cc1c(N)nc2c(c1N)CC(COc1ccccc1)O2 (configuration not stated)	0	i
COC(=O)CSc1nnc(CNC(=O)c2ccccc2F)n1-c1ccc(F)cc1	-19	i
CC(C)c1ccc(Nc2nnns2)cc1	-6	i
Cc1ccc(CNC(=O)CCc2ccccc2)cc1	-19	i
CCN(CC(=O)Nc1c(F)cccc1F)C(=O)c1cnccn1	-10	i
COc1ccc(CN2CCNC(=O)C2CC(=O)NCc2csc(C(C)C)n2)c(OC)c1 (configuration not stated)	-27	i
Cc1nn(Cc2ccc(C(=O)N3c4ccc(F)cc4CCC3C)o2)c(C)c1Br (configuration not stated)	-18	i
COc1cc(OC)nc(NC(=O)CSc2nc3ccccc3[nH]2)n1	-12	i
CCCCS(=O)(=O)c1sc2nc(C)cc(C)c2c1N	-21	i
COCCn1c(SCC(=O)c2[nH]c(C)c(C(C)=O)c2C)nc2ccccc21	-16	i
O=C(c1ccc(F)cc1)N1CCCC(c2nc(-c3ccncc3)no2)C1 (configuration not stated)	-13	i
